mcGAS RapidFire: inhibitors of Mus musculus cyclic GMP-AMP synthase, initial high-throughput assay, cell-free, RapidFire MS; Q8C6L5; recombinant mouse cGAS, cGAMP by RapidFire MS; inhibition, % at 12.5 µM; 0.18% of 130,000 active; AID 1259397, 2018;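 active = inhibition of cGAS enzyme activity at or above 60%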;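 also: enzyme stimulated by 45 bp dsDNA with ATP and GTP substrates; cGAMP share of summed cGAMP plus half ATP and half GTP signals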
Target sequence (Q8C6L5 whole entry, looked up): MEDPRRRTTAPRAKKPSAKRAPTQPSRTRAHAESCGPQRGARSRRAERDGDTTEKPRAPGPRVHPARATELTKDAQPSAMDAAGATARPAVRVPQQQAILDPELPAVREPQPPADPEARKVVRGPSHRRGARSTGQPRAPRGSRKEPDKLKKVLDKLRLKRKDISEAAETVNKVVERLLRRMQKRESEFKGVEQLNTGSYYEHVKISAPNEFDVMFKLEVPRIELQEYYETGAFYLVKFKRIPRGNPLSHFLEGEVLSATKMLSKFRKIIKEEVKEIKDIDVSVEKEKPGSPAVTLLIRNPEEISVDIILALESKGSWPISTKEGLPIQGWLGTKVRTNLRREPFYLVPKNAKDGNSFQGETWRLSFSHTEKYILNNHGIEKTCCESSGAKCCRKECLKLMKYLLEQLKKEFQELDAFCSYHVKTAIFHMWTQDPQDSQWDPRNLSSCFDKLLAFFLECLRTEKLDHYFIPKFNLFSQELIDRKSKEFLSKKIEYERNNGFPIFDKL
* = called active by the depositor; & = joins results of further samples. Only part of the results is shown; the hit share may differ from the screen's.

How did CN(Cc1cc2n(n1)CCNC2)Cc1cnc(-c2ccccc2)s1 do in these assays?
mcGAS RapidFire: -1

How did Cc1ccc(C(=O)NC(C)C)c(C2CCN(Cc3ccc([N+](=O)[O-])cc3)CC2)n1 do in these assays?
mcGAS RapidFire: -11

What do the screens show for `COC(=O)C1CCCCC1NC(=O)c1cn[nH]c1C` (centres undefined)?
mcGAS RapidFire: -6

What do the screens show for `CCNC(=O)N1CCN(c2cc(Cl)nc(SCC(=O)O)n2)CC1C` (centres undefined)?
mcGAS RapidFire: 2

Results for C=CC[C@@H]1CC=C[C@@H](C)N1C(=O)Cn1nc(C)c(C(C)=O)c1C ?
mcGAS RapidFire: -8

How did Cc1ccsc1C1(C(=O)N2CCC(O)(C(=O)O)CC2)CC1(C)C (centres undefined) do in these assays?
mcGAS RapidFire: 7

Results for CCCCNC(=O)CCCn1c(=O)c2ccccc2n(Cc2ccccc2C)c1=O ?
mcGAS RapidFire: -4

How did CCc1nnc(NC(=O)CCc2ncc(-c3ccccc3F)o2)s1 do in these assays?
mcGAS RapidFire: -6

How did CCOC(=O)C1(C)CCCN1C(=O)c1ccccc1F (centres undefined) do in these assays?
mcGAS RapidFire: 2

Results for CCOC(=O)C1=CCN(CC(O)c2ccc(Br)cc2)CC1 (centres undefined) ?
mcGAS RapidFire: -7

What do the screens show for `Cc1nc(CCNC(=O)C(C)(C)NC(=O)c2cccs2)nc2c1CCCC2`?
mcGAS RapidFire: -8

How did CCOC(=O)CNC(=O)CSC1=NS(=O)(=O)c2cc(F)ccc2N1 do in these assays?
mcGAS RapidFire: -7

How did Nc1nc(SCc2cc([N+](=O)[O-])cc3c2OCOC3)n[nH]1 do in these assays?
mcGAS RapidFire: -2

Results for CN(C)CC[C@@H](c1ccc(Cl)cc1)c1ccccn1 ?
mcGAS RapidFire: -13

Results for Cc1ccc(S(=O)(=O)N2CCN(C(=O)c3cnc(C)cn3)CC2)cc1 ?
mcGAS RapidFire: -3

Of the compounds above, 2 have a thiophene ring, fused or not:
How did Cc1ccsc1C1(C(=O)N2CCC(O)(C(=O)O)CC2)CC1(C)C (centres undefined) do in these assays?
mcGAS RapidFire: 7

What do the screens show for `Cc1nc(CCNC(=O)C(C)(C)NC(=O)c2cccs2)nc2c1CCCC2`?
mcGAS RapidFire: -8

Next part.
How did COc1ccccc1CN1CC(C(=O)NCCOC(C)C)CCC1=O (centres undefined) do in these assays?
mcGAS RapidFire: -4

What do the screens show for `N#CCOC(=O)CCc1nc2sc3c(c2c(=O)[nH]1)CCCC3`?
mcGAS RapidFire: -6

What do the screens show for `Cc1nc(C(C)C)ncc1C(=O)N1CCC(O)(CN(C)C)C1` (centres undefined)?
mcGAS RapidFire: -31

What do the screens show for `COc1nc(-c2ccc(Cl)c(Cl)c2)n(-c2ccc(N)cc2)n1`?
mcGAS RapidFire: -3

What do the screens show for `N#Cc1c(Cl)nsc1NCC1(N2CCOCC2)CCSC1` (centres undefined)?
mcGAS RapidFire: -5

Results for Fc1ccccc1CCn1ccnc1-c1cccnc1 ?
mcGAS RapidFire: -20

How did COc1ccc(NC(=O)NCCS(=O)(=O)c2c(C)[nH]c3ccccc23)cc1OC do in these assays?
mcGAS RapidFire: -23

How did CCn1nnc2c(SCC(=O)Nc3ccc(C(=O)OC)cc3)ncnc21 do in these assays?
mcGAS RapidFire: -10

What do the screens show for `CC(OC(=O)c1cc(-c2cccnc2)nc2onc(C(C)C)c12)C(=O)N(C)Cc1cccc(F)c1` (centres undefined)?
mcGAS RapidFire: -2

What do the screens show for `CNc1cncc(-c2cccc(N(C)C)c2)n1`?
mcGAS RapidFire: 3

What do the screens show for `Cc1ccc(S(=O)(=O)N(C)C)cc1C(=O)N(C)CCOc1ccccc1F`?
mcGAS RapidFire: -2

Results for CS(=O)(=O)N1CCN(CCNC(=O)c2ccc3nc[nH]c3c2)CC1 ?
mcGAS RapidFire: -4

What do the screens show for `O=C1/C(=C\c2sc(N3CCCCC3)nc2-c2cccs2)N=C2CCCN12`?
mcGAS RapidFire: -9

What do the screens show for `O=C(Nc1ccc(-c2cscn2)cc1)C1CCCN(Cc2cccn2-c2ncccn2)C1` (centres undefined)?
mcGAS RapidFire: -4

Results for C(=C\c1ccccn1)/c1ccc(-n2ccnc2C2CCCCO2)cc1 (centres undefined) ?
mcGAS RapidFire: 9

Results for Cc1nn2c(nc(NC3CCCCCC3)c3ccccc32)c1Cl ?
mcGAS RapidFire: -4

What do the screens show for `N#Cc1cccc(S(=O)(=O)NC(=O)c2csc(-c3ccco3)n2)c1`?
mcGAS RapidFire: -4

How did CCN1CCN(c2ccc(NC(=O)Cc3ccccc3)cc2C)CC1 do in these assays?
mcGAS RapidFire: -14

How did CCC(NC(=O)c1cc(NC(C)=O)ccc1Cl)c1cc(C)ccn1 (centres undefined) do in these assays?
mcGAS RapidFire: -9

How did Cc1cccc(C)c1NC(=O)C(C)N (centres undefined) do in these assays?
mcGAS RapidFire: -9&-2

Results for Cc1cccc(Cl)c1OCCNC(=O)CSc1nnc(N)s1 ?
mcGAS RapidFire: -20

Results for C#CCn1c(=NC(=O)c2ccccc2S(C)(=O)=O)sc2cc(S(C)(=O)=O)ccc21 ?
mcGAS RapidFire: -1

Results for Cc1c(Cl)c(C(=O)NCC(C)Oc2cccnc2)nn1C (centres undefined) ?
mcGAS RapidFire: -36

What do the screens show for `O=C(CCn1c(=O)oc2ccccc21)N1CCCc2ccccc21`?
mcGAS RapidFire: -5

What do the screens show for `CCCCn1ncc(O)c(Cl)c1=O`?
mcGAS RapidFire: -40

What do the screens show for `COC(=O)c1ccc(NC(=O)NCCSc2nnnn2C)cc1`?
mcGAS RapidFire: -13

How did Cc1nc(Cc2nc(-c3ccccc3)c(C)s2)cs1 do in these assays?
mcGAS RapidFire: -3

What do the screens show for `Cc1cccc(C(=O)N2CCCC(CCC(=O)N3CCN(c4ccccn4)CC3)C2)n1` (centres undefined)?
mcGAS RapidFire: -8

How did Cc1ccc(O)cc1 do in these assays?
mcGAS RapidFire: -2

What do the screens show for `O=C(Nc1ccccc1C(=O)NC1CCSc2ccccc21)c1ccco1` (centres undefined)?
mcGAS RapidFire: -3

Copied from the entries so far (3 entries):
Results for CCOC(=O)C1=CCN(CC(O)c2ccc(Br)cc2)CC1 (centres undefined) ?
mcGAS RapidFire: -7

What do the screens show for `Cc1nc(CCNC(=O)C(C)(C)NC(=O)c2cccs2)nc2c1CCCC2`?
mcGAS RapidFire: -8

How did CCOC(=O)CNC(=O)CSC1=NS(=O)(=O)c2cc(F)ccc2N1 do in these assays?
mcGAS RapidFire: -7

Next part
How did CCC(C)Sc1nc2c(c(=O)n1-c1ccccc1)SCC2 (centres undefined) do in these assays?
mcGAS RapidFire: -8

Results for Cc1nc2n(n1)C(c1ccccc1)C(O)C(c1ccccc1)=N2 (centres undefined) ?
mcGAS RapidFire: -10

What do the screens show for `C=CCOc1ccccc1OCC(O)CNC(C)C` (centres undefined)?
mcGAS RapidFire: -5

What do the screens show for `COc1ccc(/C=C/C(=O)OCC(=O)c2ccc3c(c2)OCCO3)cc1`?
mcGAS RapidFire: -3

What do the screens show for `COc1ccc(Cl)cc1NC(=O)CCC1CCCN(C(=O)CCN2CCCC2=O)C1` (centres undefined)?
mcGAS RapidFire: -7

What do the screens show for `CNc1nc(N2CCN(Cc3nccn3C(C)C)CC2)nc2c1CCC2`?
mcGAS RapidFire: -26

What do the screens show for `CC(NC(=O)C1=NN(c2ccccc2)C(=O)CC1)c1nc2ccccc2[nH]1` (centres undefined)?
mcGAS RapidFire: -11

How did CCOC(=O)C1(Cc2cccc(Cl)c2)CCCN(C(=O)c2scnc2C)C1 (centres undefined) do in these assays?
mcGAS RapidFire: 6

Results for O=c1cccnn1CCNS(=O)(=O)c1ccc(Oc2ccccc2)cc1 ?
mcGAS RapidFire: -7

How did O=C1CSc2ccc(C(=O)NN3C(=O)NC4(CCCCC4)C3=O)cc2N1 do in these assays?
mcGAS RapidFire: 53

How did COC(=O)Cn1c(Sc2cccc(Cl)c2)nc2c(=O)n(C)c(=O)n(C)c21 do in these assays?
mcGAS RapidFire: -7

What do the screens show for `CCOC(=O)C1(C)CCCN1C(=O)c1ccc(Cl)nc1` (centres undefined)?
mcGAS RapidFire: -2

What do the screens show for `O=C(NCCC(=O)N1CCCCCC1)Nc1ccc(-c2nnnn2C2CC2)cc1`?
mcGAS RapidFire: 5

Results for COc1ccccc1/C=C/CN1CCNC(=O)C1CC(=O)NCc1ncccc1C (centres undefined) ?
mcGAS RapidFire: -11&-5

What do the screens show for `O=C(NC1CC(=O)N(CCCc2ccccc2)C1)c1ccco1` (centres undefined)?
mcGAS RapidFire: 4

4 compounds drawn at random from those above, as already listed:
How did CCC(C)Sc1nc2c(c(=O)n1-c1ccccc1)SCC2 (centres undefined) do in these assays?
mcGAS RapidFire: -8

What do the screens show for `CCOC(=O)C1(C)CCCN1C(=O)c1ccc(Cl)nc1` (centres undefined)?
mcGAS RapidFire: -2

Results for O=c1cccnn1CCNS(=O)(=O)c1ccc(Oc2ccccc2)cc1 ?
mcGAS RapidFire: -7

How did O=C1CSc2ccc(C(=O)NN3C(=O)NC4(CCCCC4)C3=O)cc2N1 do in these assays?
mcGAS RapidFire: 53

Following part
What do the screens show for `FC(F)(F)c1ccc(/C=C/C2SCCCS2)cc1`?
mcGAS RapidFire: -11

Results for CCC1(C2CCN(Cc3ccnn3-c3ccccc3)CC2)NC(=O)NC1=O (centres undefined) ?
mcGAS RapidFire: -5

What do the screens show for `COc1ccc(NC(=O)/C(C#N)=C/N2CCN(c3cccc(C)c3C)CC2)cc1`?
mcGAS RapidFire: -10

How did Fc1ccc(Cn2cccc2C2=NCCO2)cc1 do in these assays?
mcGAS RapidFire: -5

What do the screens show for `OCCC1CN(Cc2cc3ccccc3[nH]2)CCN1CC1CCCCC1` (centres undefined)?
mcGAS RapidFire: -3

What do the screens show for `CC(C)C1CN(Cc2ccc3[nH]ccc3c2)CCCN1CC1CC1` (centres undefined)?
mcGAS RapidFire: -15

Results for O=C1CCCN1c1ccc(OCc2cc(Cl)cc3c2OCOC3)cc1 ?
mcGAS RapidFire: -4

What do the screens show for `COc1ccccc1/C=N\OC(=O)c1cc(F)c(Cl)nc1Cl`?
mcGAS RapidFire: -3

How did O=C1Nc2ccccc2SC1SCCNS(=O)(=O)c1cc(Cl)sc1Cl (centres undefined) do in these assays?
mcGAS RapidFire: 6

What do the screens show for `O=C1NC(=O)C(Nc2ccccc2)S1` (centres undefined)?
mcGAS RapidFire: -3

What do the screens show for `O=C(Nc1ccc(Cl)c(C(F)(F)F)c1)N1[C@H]2CCNC[C@@H]1CC2`?
mcGAS RapidFire: -10

How did CC(C)(C)c1ccc(-c2csc(NC(=O)CNC(=O)CNC(=O)c3ccco3)n2)cc1 do in these assays?
mcGAS RapidFire: -3

What do the screens show for `C=CCOc1ccccc1-n1c(C)cn2c3c(=O)n(C)c(=O)n(C)c3nc12`?
mcGAS RapidFire: -8

Results for O=C(O)CC1COCCN1C(=O)CC12CC3CC(CC(C3)C1)C2 (centres undefined) ?
mcGAS RapidFire: -11

Results for C=C1c2ccccc2NC(=O)N1CC(c1cccs1)N1CCCC1 (centres undefined) ?
mcGAS RapidFire: -12

How did CC(C)N(CC(N)=O)C(=O)/C=C/c1ccccc1Br do in these assays?
mcGAS RapidFire: -11

How did CCN(CC(=O)NC(C)C)C(=O)C=Cc1cc(C)n(-c2cc(C)on2)c1C do in these assays?
mcGAS RapidFire: 1

Results for Cc1cnn(CC2CCN(C(=O)C3CC4(CCNCC4)CN3)CC2)c1 (centres undefined) ?
mcGAS RapidFire: -12

How did CC(C)Nc1ncc(C(=O)N2CCCC(Nc3ccc4c(c3)OCO4)C2)cn1 (centres undefined) do in these assays?
mcGAS RapidFire: -12

How did COc1ccc2nc(C)cc(OCC(=O)Nc3cc(C)cc(C)c3)c2c1 do in these assays?
mcGAS RapidFire: 3

How did CCCCn1c(C2CC(=O)N(c3ccccc3OCC)C2)nc2ccccc21 (centres undefined) do in these assays?
mcGAS RapidFire: 0

What do the screens show for `CC(C)C1=NN2C(=N)/C(=C/c3ccc([N+](=O)[O-])cc3)C(=O)N=C2S1`?
mcGAS RapidFire: -10

How did Cc1cc(NC(=O)CN(C)Cc2ccc(Cl)s2)no1 do in these assays?
mcGAS RapidFire: -10

What do the screens show for `Fc1ccccc1Nc1nc2ccccc2n2nnnc12`?
mcGAS RapidFire: -7

What do the screens show for `O=C(Nc1ccc(-c2cscn2)cc1)C1CCCN(C(=O)c2cccs2)C1` (centres undefined)?
mcGAS RapidFire: -3

Results for COc1cccc(NC(=O)CCC2CCN(Cc3cccc(SC)c3)CC2)c1 ?
mcGAS RapidFire: 1

How did CCN(CC)C(=O)N1CCOC(c2ccc(Cl)c(Cl)c2)C1 (centres undefined) do in these assays?
mcGAS RapidFire: -10

Results for CCCCCSCC(F)(F)C(F)F ?
mcGAS RapidFire: 2

What do the screens show for `CC(C)C1CN(C(=O)CCc2cc(=O)[nH]o2)CCCN1Cc1ccc(F)cc1` (centres undefined)?
mcGAS RapidFire: -7

Results for O=C(NCCc1ccccc1)C1CCCN(S(=O)(=O)c2ccc(F)cc2)C1 (centres undefined) ?
mcGAS RapidFire: -7

How did COCCCn1c(C)c(C)n2c3c(=O)n(C)c(=O)n(C)c3nc12 do in these assays?
mcGAS RapidFire: 0

Results for COc1cc(OC)cc(C2c3c(n[nH]c3-c3cccs3)OC(=N)C2C#N)c1 (centres undefined) ?
mcGAS RapidFire: -7

Results for Cn1cc(-c2csc(C(O)c3ccc(F)c(F)c3)n2)cn1 (centres undefined) ?
mcGAS RapidFire: 8

What do the screens show for `CCCC(=O)N1CCC1(C)C(=O)N1Cc2ccccc2C1` (centres undefined)?
mcGAS RapidFire: -4

What do the screens show for `C=CCN(Cc1ccccc1C)C(=O)CC1CCOCC1`?
mcGAS RapidFire: -16

What do the screens show for `CN1CCCN(S(=O)(=O)c2sc3c(c2C(=O)O)CCNC3)CC1`?
mcGAS RapidFire: -23

How did CCN(CC)c1ncccc1CNC(=O)c1c(C)noc1C do in these assays?
mcGAS RapidFire: -5

Results for Cc1onc(-c2ccccc2Cl)c1C(=O)NCc1ccccc1 ?
mcGAS RapidFire: -5

Results for CN(C)c1cccc(C(=O)Nc2cc(C(F)(F)F)ccc2-n2ccnc2)c1 ?
mcGAS RapidFire: 3

High-throughput results as filed in PubChem.
